M5 antag = CHRM5 antagonism in calcium assay; CHO-hM5 cells, Fluo-8 calcium fluorescence, ACh EC80; inhibition, % at 3 µM; P08912; AID 624040; 360,000 tested, 0.59% active;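 active means inhibition above a per-plate cutoff, the mean of that plate's test compounds plus 3 SD, cut at about 27% in these data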;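 further: 0% = acetylcholine EC80 with DMSO and 100% = DMSO without agonist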
Target sequence (P08912 whole entry, looked up): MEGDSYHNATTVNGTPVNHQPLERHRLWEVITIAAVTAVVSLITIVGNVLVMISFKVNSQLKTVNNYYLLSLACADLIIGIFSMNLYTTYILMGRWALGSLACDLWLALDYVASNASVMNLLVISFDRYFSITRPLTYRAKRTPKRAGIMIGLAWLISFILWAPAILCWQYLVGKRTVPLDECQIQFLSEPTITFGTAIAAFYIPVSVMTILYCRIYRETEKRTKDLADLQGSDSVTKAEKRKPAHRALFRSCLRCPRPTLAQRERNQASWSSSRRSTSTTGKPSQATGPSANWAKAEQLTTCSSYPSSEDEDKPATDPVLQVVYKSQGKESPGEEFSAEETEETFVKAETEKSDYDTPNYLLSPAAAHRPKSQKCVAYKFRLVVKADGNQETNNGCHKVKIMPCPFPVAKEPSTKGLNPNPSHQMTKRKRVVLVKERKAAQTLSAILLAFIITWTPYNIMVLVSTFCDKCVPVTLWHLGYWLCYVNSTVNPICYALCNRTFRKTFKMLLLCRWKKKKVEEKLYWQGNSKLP
CHRM4 antagonist = CHRM4 antagonism in calcium assay. P08173. CHO-hM4 cells, ACh EC80, Fluo-8 calcium fluorescence. inhibition, % at 3 µM. 360,000 tested, 0.73% active;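 active means inhibition above its plate's cutoff, the mean inhibition of sample wells plus 3 SD, cut at about 27% in these data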;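 further: 0% = acetylcholine EC80 with DMSO and 100% = DMSO without agonist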
Target sequence (P08173 whole entry, looked up): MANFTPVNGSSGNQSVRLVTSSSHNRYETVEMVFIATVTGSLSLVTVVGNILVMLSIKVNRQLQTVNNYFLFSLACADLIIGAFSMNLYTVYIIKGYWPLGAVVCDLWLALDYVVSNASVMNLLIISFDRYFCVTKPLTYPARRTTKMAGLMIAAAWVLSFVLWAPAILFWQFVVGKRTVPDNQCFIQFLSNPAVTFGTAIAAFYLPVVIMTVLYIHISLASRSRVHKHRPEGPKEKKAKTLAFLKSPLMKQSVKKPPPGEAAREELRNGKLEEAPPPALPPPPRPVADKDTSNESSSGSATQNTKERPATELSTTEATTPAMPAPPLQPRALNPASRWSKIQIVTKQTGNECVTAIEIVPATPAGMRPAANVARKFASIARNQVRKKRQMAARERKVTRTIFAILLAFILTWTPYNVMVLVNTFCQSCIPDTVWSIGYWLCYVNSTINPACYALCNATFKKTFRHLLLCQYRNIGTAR
CHRM5 PAM = CHRM5 positive allosteric modulation; 360,000 tested, 0.3% active; activation, % at 3 µM; P08912; CHO-K1 hM5, Fluo-8 calcium, ACh EC20 PAM; 0% = ACh EC20, 100% = ACh EC100; AID 624038;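 active means activation above the run cutoff, the mean activation of all test compounds plus 3 SD, cut at about 18% in these data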
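System: CHO-K1 cell line with stable human muscarinic M5 receptor expression | Also added: EC20 acetylcholine as agonist stimulus | Compound: One concentration, 3 µM final (nominal) | Timing: Fluo-8 loading 80 min at 37 °C plus 30 min room temperature | Measured by: Fluo-8 calcium dye fluorescence, kinetic read | Read-out basis: % activation, ACh-normalized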
CHRM1 antagonist = blocks human M1 muscarinic receptor | P11229 | AID 588852 | CHO-K1 hM1, Fluo-8 calcium fluorescence, ACh EC80 antagonist | inhibition, % at 3 µM | 360,000 tested, 1.3% active;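 active means percent inhibition above its own plate's cutoff, namely the mean of that plate's compound wells plus 3 SD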;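 further: peak over basal fluorescence ratio during 140 s after agonist addition; 0% = ACh EC80 plus DMSO and 100% = DMSO alone without agonist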
CHRM1 PAM = human CHRM1 positive allosteric modulation; AID 588819; CHO-K1 hM1, Fluo-8 calcium fluorescence, ACh EC20; 0% = ACh EC20, 100% = maximal ACh; P11229; activation, % at 3 µM; 360,000 tested, 0.088% active; in the data active means activation above about 19%, passing the limit was not always enough
M5 ag = CHRM5 agonism in calcium assay. P08912. CHO-K1 hM5 cells, Fluo-8 calcium fluorescence; 0% DMSO wells, 100% maximal acetylcholine response. activation, % at 3 µM. 360,000 tested, 0.19% active. AID 624037;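 active means activation above the run's mean over test compounds plus 3 SD, cut at about 23% in these data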;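 further: signal is peak over basal fluorescence ratio across the kinetic read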
M4 ag = CHRM4 agonism in calcium assay. P08173. CHO-K1 hM4/Gqi5, Fluo-8 calcium fluorescence; vehicle 0%, full acetylcholine response 100%. activation, % at 3 µM. 360,000 tested, 0.14% active. AID 624127;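 active means activation above the run mean over all test wells plus 3 SD, cut at about 32% in these data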;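 further: peak over basal fluorescence ratio per well then scaled between controls; 0% = DMSO wells and 100% = acetylcholine at EC100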
CHRM4 PAM = CHRM4 positive allosteric modulation. activation, % at 3 µM. 360,000 tested, 0.4% active. CHO-K1 hM4/Gqi5, Fluo-8 calcium fluorescence, ACh EC20; 0% = ACh EC20, 100% = maximal ACh. P08173;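 active means activation above its plate's cutoff, the mean activation of sample wells plus 3 SD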; further: some results filed as inactive read as strong as hits
CRFBP-R2 agonist = agonists of human CRF-binding protein/CRF-R2 receptor complex; 350,000 tested, 0.46% active; AID 588473; activation, % at 13.2 µM; HEK293 CRF-R2/CRF-BP, calcium dye fluorescence (FLIPR); percent of saturating CRF peptide response;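 active means activation of at least 50%, plus an integration ratio under a set limit after plate pattern correction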;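 further: plate controls were neutral control wells without compound for no effect and CRF at EC100 for full effect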
Active calls of the source: *; x = no result given.

The opening 4 entries, to show the layout:
no.	Compound	M5 antag	CHRM4 antagonist	CHRM5 PAM	CHRM1 antagonist	CHRM1 PAM	M5 ag	M4 ag	CHRM4 PAM	CRFBP-R2 agonist
1	CCOC(=O)c1ccc(NC(=O)C2(c3ccc(Cl)cc3)CCCC2)cc1	-1	-1	3	2	1	-2	-1	-2	9.2
2	O=C(Nc1c2n(c(=S)n(-c3ccccc3)c1=O)CCCCC2)c1ccccc1	5	10	-2	13	-4	-2	0	-11	-0.2
3	COc1ccc(OC)c(Nc2nc(=O)c3cccnc3s2)c1	3	2	5	-1	9	1	1	-2	-1.0
4	C=C1CCN([C@H](C(=O)NCc2ccccc2)C(C)C)S(=O)(=O)c2ccccc21	10	5	4	18	7	-4	0	-2	-0.5

This part in full, repeating the preview:
no.	Compound	M5 antag	CHRM4 antagonist	CHRM5 PAM	CHRM1 antagonist	CHRM1 PAM	M5 ag	M4 ag	CHRM4 PAM	CRFBP-R2 agonist
1	CCOC(=O)c1ccc(NC(=O)C2(c3ccc(Cl)cc3)CCCC2)cc1	-1	-1	3	2	1	-2	-1	-2	9.2
2	O=C(Nc1c2n(c(=S)n(-c3ccccc3)c1=O)CCCCC2)c1ccccc1	5	10	-2	13	-4	-2	0	-11	-0.2
3	COc1ccc(OC)c(Nc2nc(=O)c3cccnc3s2)c1	3	2	5	-1	9	1	1	-2	-1.0
4	C=C1CCN([C@H](C(=O)NCc2ccccc2)C(C)C)S(=O)(=O)c2ccccc21	10	5	4	18	7	-4	0	-2	-0.5
5	Cc1nnsc1C(=O)N1CCCC(C)(C(=O)NS(=O)(=O)C2CC2)C1 (centres undefined)	-5	-13	-1	-3	6	0	2	20*	x
6	NC(=O)C1CC=CCC1C(=O)OCC(Cl)=C(Cl)Cl (centres undefined)	-7	2	4	-5	8	-5	0	-1	1.8
7	COc1cccc(C(CC(=O)NCc2ccco2)NS(=O)(=O)c2ccc(C)cc2)c1OC (centres undefined)	-5	2	8	-27	8	-1	1	13	-0.7
8	NC(=O)CC(NC(=O)Cc1cccc2ccccc12)c1ccc(NCCc2ccccc2F)c([N+](=O)[O-])c1 (centres undefined)	0	-6	2	3	2	0	1	9	-0.1
9	Clc1cccc(Cl)c1C1Nc2cccc3cccc(c23)N1	0	2	7	-1	5	15	3	-3	10
10	Cc1ccc(C(=O)Nc2ccccc2C(=O)O)cc1S(=O)(=O)NC1CCCCC1	-7	-1	1	-5	8	-3	-1	7	-0.9
11	CC1(C)Cc2c(sc3nnn(Cc4ccccc4)c(=O)c23)CO1	-9	-2	-1	-2	8	-1	1	6	2.0
12	CCOC(=O)c1ccccc1NC(=S)N1CCC(C)CC1	4	7	-2	-10	11	-3	-1	-6	-0.9
13	COc1ccc(S(=O)(=O)N2CCSCC2)cc1C(N)=O	-6	-6	7	-9	2	-2	2	14*	-1.0
14	COC(=O)c1c(C)n(-c2ccccc2)c2ccc(O)cc12	-4	-4	-3	0	6	-1	0	7	-1.1
15	O=C(COc1ccc(F)cc1)Nc1c(C(=O)N2CCC(N3CCCCC3)CC2)oc2ccccc12	-3	-15	1	10	-15	-5	16	-5	0.7
16	CC1=C(C(=O)N(C(C)C)C(C)C)CC(CC(=O)NCc2cccs2)C(=O)N1Cc1ccc(F)cc1 (centres undefined)	5	-10	0	-21	19	-2	-1	10	x
17	O=C(O)C(Cc1ccccc1)N1C(=O)C2C3CCC(C3)C2C1=O (centres undefined)	4	-2	2	-18	16	3	1	5	8.7
18	O=C(NC1CCCC1)c1cc(-c2cccs2)on1	-1	-5	-1	-3	4	6	7	4	0.4
19	O=C(Nc1nc(-c2ccccc2)c(-c2ccccc2)o1)c1ccc(F)cc1	9	-3	34*	-5	8	-1	2	3	8.9
20	CSc1ccc(/C=C/C(=O)c2ccc(NC(=O)Cc3ccccc3)cc2)cc1	-6	6	0	3	0	1	1	-6	0.8
21	CCN(CC)c1ccc(/C=N/N2CCN(Cc3cccc4ccccc34)CC2)c(O)c1	-2	2	3	-6	2	-2	0	10	-0.7
22	Cn1nnnc1SCC(=O)Nc1cccc([N+](=O)[O-])c1	6	2	6	-6	10	-4	1	3	-2.2
23	CS(=O)(=O)N(CC(=O)NCc1ccccc1Cl)C1CCCCC1	8	-3	-4	-13	11	-3	1	10	-1.5
24	O=S(=O)(c1ccccc1)[C@@]1(c2ccccc2)C[C@@H]2ON=C(c3cccc(Br)c3)[C@@H]2C1	8	-7	7	-14	8	0	0	5	1.7
25	O=C(O)c1ccccc1NS(=O)(=O)c1ccc(NN=Cc2ccccc2F)c([N+](=O)[O-])c1	-6	-19	10	-10	13	1	-1	24*	0.2
26	O=C(CSc1ncc(-c2ccccc2)[nH]1)Nc1cccc(O)c1	8	4	-7	-3	4	-2	1	4	-0.7
27	NC(=S)COc1ccccc1	-2	1	0	4	-2	-4	1	-3	-2.2
28	O=C(Nc1ccccc1O)/C(=C\c1ccccc1)NC(=O)c1ccccc1	14	-3	0	6	0	4	2	12	3.3
29	c1ccc(-n2cccc2)c(N2CCCCC2)c1	6	2	0	-12	7	-5	0	7	0.6
30	Cc1c(O)c2cccnc2[nH]c1=O	11	8	16	9	-4	-1	1	2	0.6
31	COC(=O)CSc1[nH]c2cc(C)ccc2c1[N+](=O)[O-]	0	-8	6	-14	9	3	1	-4	0.9
32	Cc1ccc(C(C(=O)NCc2ccccc2)N(C(=O)c2csnn2)c2cccc3ccccc23)o1 (centres undefined)	2	-15	-27	5	-2	-6	9	-4	5.4
33	COc1ccc2[nH]c(=O)c(CN(C3CCCCC3)C(c3nnnn3Cc3ccco3)C(C)C)cc2c1 (centres undefined)	8	-2	0	4	0	4	1	9	26
34	CCCOC(c1ccccc1)(c1ccc(C(F)(F)F)cc1)C(Oc1nc(C)cc(C)n1)C(=O)O (centres undefined)	-1	-12	-2	-16	2	-4	1	9	0.4
35	CC(C)CCn1c(N2CCCC2)nc2c1c(=O)n(C)c(=O)n2C	4	-12	9	-9	6	-3	2	4	-0.3
36	C/C(=N/NC(=O)c1ccoc1C)C12CC3CC(CC(C3)C1)C2	-2	-13	4	-10	8	-4	0	6	-0.3
37	N#Cc1c(NC(=O)c2cnccn2)sc2c1CCCC2	2	6	-2	8	-6	-4	0	8	1.8
38	CC(=O)Nc1ccc(S(=O)(=O)N(C)c2ccc(OCCOc3ccccc3F)cc2)cc1	8	-15	-33	10	-8	-2	26	-10	1.9
39	N#C/C(=C/c1ccccc1)c1nn(CCO)c(N)c1C#N	3	-2	0	-8	5	-6	1	0	0.0
40	FC(F)(F)c1nc2ccccc2c2nc3ccccc3n12	4	-11	-2	-6	7	1	1	1	-1.3
41	Cc1ccc(C)c(Oc2nnnn2-c2ccccc2)c1	-2	-6	3	-2	0	-12	-2	1	-1.5
42	CC(=O)Cc1cc(O)c2ccccc2c1OC(=O)c1ccccc1	-3	0	4	6	-1	12	1	-9	0.7
43	CCC(=O)Nc1cccc(-n2nnnc2SCC(=O)N(C(C)C)C(C)C)c1	4	-5	-8	-11	7	0	3	1	-0.6
44	Cc1c2cnn(CC(=O)NCc3ccccn3)c(=O)c2c(C)n1Cc1ccccc1	1	-9	-3	-8	4	0	1	-1	-4.4
45	NS(=O)(=O)c1ccc(CCNC(=O)c2ccc(Cn3c(=O)[nH]c4ccccc4c3=O)cc2)cc1	-9	6	2	-6	6	-1	0	-1	-0.1
46	CCCC(c1nnnn1Cc1ccccc1)N1CCN(c2ccccc2OC)CC1 (centres undefined)	0	1	-5	4	-7	-1	7	-3	-0.3
47	O=C(NNS(=O)(=O)c1ccc(Cl)cc1)c1cnn(-c2ccccc2)c1-n1cccc1	2	-4	-2	-14	12	2	1	4	-4.2
48	COc1ccc(CNC(=O)Nc2nc(C(N)Cc3ccc(Cl)cc3)cs2)cc1 (centres undefined)	15	33*	-1	11	2	5	28	-4	x
49	CN(C(=O)COc1cc(C(F)(F)F)nn1C)c1ccccc1	4	9	0	-3	6	-4	2	5	0.3
50	O=C1c2ccccc2C2(c3ccccc3)NCCCN12 (centres undefined)	2	7	8	-2	7	-2	1	1	-0.8

(listing goes on)
no.	Compound	M5 antag	CHRM4 antagonist	CHRM5 PAM	CHRM1 antagonist	CHRM1 PAM	M5 ag	M4 ag	CHRM4 PAM	CRFBP-R2 agonist
51	O=C(c1cc(-c2ccco2)nn1-c1cccc(Cl)c1)N1CCCCC1	-17	-9	-5	-42	5	2	-1	3	-2.5
52	O=C1c2ccccc2C(=O)N1CCc1nc2ccccc2c(=O)n1CCCn1ccnc1	0	-8	4	-13	9	-1	4	7	1.6
53	COc1cccc(CN(C)C[C@@H]2OCc3cnnn3CCCC(=O)N([C@H](C)CO)C[C@H]2C)c1	-3	-5	3	-1	0	1	1	-3	1.3
54	CCOc1ccccc1OCCC(=O)NNC(=O)Cn1nc(C)cc1C	-2	-5	3	-9	10	0	0	11	-1.9
55	C=CCN(CC=C)CCOc1ccc(OC(C)C)cc1	5	6	-4	16	-9	-1	0	-6	-1.0
56	CCCn1cnc2cc(NCc3ccccc3O)ccc21	14	2	-8	12	-7	-2	3	-5	-1.5
57	CN(CC(=O)Nc1ccc(N2CCOCC2)cc1)C(=O)CSc1ccc(Br)cc1	9	-1	1	2	15	0	11	0	-2.6
58	CC1(C)OC(c2ccccc2)=C/C(=C\C=N\NC(=O)c2ccncc2)O1	1	-7	-7	1	1	1	7	-3	-0.8
59	Cc1ccc(NC(=O)CSc2nnc(NC(=O)C3CC3)s2)cc1C	10	6	0	8	2	-4	1	-2	1.6
60	Cc1ccc(NC(=O)CSc2nc3ccc(Nc4nc(N5CCOCC5)nc(N5CCOCC5)n4)cc3s2)cc1	1	-4	-1	-6	5	-5	1	-5	0.5
61	CCOc1ccccc1NC(=O)Cc1ccccc1OC	5	4	1	-1	0	-10	-1	-4	-0.6
62	C/C(=N\Nc1nccnc1Cl)c1ccc(Br)cc1	-15	-15	10	-4	-3	1	0	6	-1.1
63	O=C1c2nccnc2C(=O)N1c1ccc(F)cc1	-7	-14	9	-3	4	0	0	2	-1.6
64	CC1=Nc2ccccc2/C1=C/c1sc(=O)n(CC(=O)N2CCCC2)c1O	3	-7	-7	10	-4	2	9	1	-2.2
65	CCN(Cc1ccccc1)C(=O)Cc1ccc(OC)c(S(=O)(=O)N2CCOCC2)c1	5	6	1	-8	4	0	4	-7	3.9
66	COc1cccc(/C=N/NC(=O)CN2CC(c3ccccc3)CC2=O)c1OC (centres undefined)	5	5	-1	-3	10	1	1	3	-0.3
67	Cc1ccccc1C1=Nn2c(nnc2-c2ccco2)SC1	1	9	-8	-1	2	1	0	-12	-6.8
68	CCN1CCN(C(=O)c2cccc(OC3CCN(S(C)(=O)=O)CC3)c2)[C@@H](C)C1=O	8	-16	2	-10	5	-4	1	3	-1.4
69	O=C(COC(=O)c1ccc2ncsc2c1)NC(=O)NCc1ccccc1	10	-5	0	1	6	2	2	3	2.0
70	CC(C)c1ccc(NC(=O)CSc2nc(=O)n(CCCN3CCOCC3)c3c2CCC3)cc1	1	-3	0	-1	-8	-4	2	-9	-0.2
71	CC(C)(C)c1ccc(C(=O)Nc2ccccc2C(=O)NCCN2CCOCC2)cc1	3	-3	-6	1	0	-3	12	-4	2.6
72	Brc1ccsc1-c1csc(-c2ccncc2)n1	-3	0	-3	-13	0	-7	1	-7	-0.8
73	Cc1cc(C)nc(N(C#N)S(=O)(=O)c2ccccc2Cl)n1	1	-10	1	-2	3	-9	1	6	-1.2

Screening results: PubChem, several laboratories
